BioA inh: BioA (M. tuberculosis) enzyme inhibition; purified M. tuberculosis BioA enzyme, plate reader; inhibition, % at 9.99 µM; hit rate 0.096% among 360,000; AID 602481; in the data active = inhibition above about 40%; inconclusive = no clear call, values can overlap the other calls
Active calls of the source: *; ? = inconclusive. The list is partial; rates above refer to the full screens.

> C[C@H](CO)N1C[C@H](C)[C@H](CN(C)CC2CCCCC2)Oc2ccc(NC(=O)Cn3cnnn3)cc2CC1=O
  BioA inh: -0.7
> CNC[C@H]1Oc2ccc(NC(=O)NC(C)C)cc2C(=O)N([C@H](C)CO)C[C@@H]1C
  BioA inh: -0.3
> C[C@@H]1CN([C@H](C)CO)C(=O)c2cccc(NC(=O)C3CC3)c2O[C@H]1CN(C)Cc1ccccc1
  BioA inh: 1.4
> Cc1cccc(NC(=O)Nc2ccc3c(c2)C(=O)N(C)[C@@H]2CC[C@H](CC(=O)O)O[C@H]2CO3)c1
  BioA inh: -2.2
> C[C@@H]1CN([C@@H](C)CO)S(=O)(=O)c2ccc(-c3ccccc3)cc2O[C@H]1CN(C)Cc1cccnc1
  BioA inh: 2.4
> COc1ccc(NC(=O)Nc2ccc3c(c2)C(=O)N([C@H](C)CO)C[C@H](C)[C@H](CN(C)C(=O)C2CCCCC2)OCCCC[C@H](C)O3)cc1
  BioA inh: -4.0
> COc1ccc(S(=O)(=O)Nc2ccc3c(c2)C(=O)N([C@@H](C)CO)C[C@H](C)[C@@H](CN(C)C(=O)Nc2ccc(C(F)(F)F)cc2)OCCCC[C@H](C)O3)cc1
  BioA inh: -4.2
> C[C@@H]1CCCCO[C@@H](CN(C)CC2CC2)[C@H](C)CN([C@H](C)CO)C(=O)c2cc(NC(=O)C3CCCCC3)ccc2O1
  BioA inh: 0.1
> CC(C)CC#Cc1cnc2c(c1)C(=O)N([C@H](C)CO)C[C@H](C)[C@@H](CN(C)C(=O)CCN1CCCCC1)O2
  BioA inh: -1.2
> N#Cc1cccc(-c2ccc([C@@H]3[C@@H](CO)N4CCCCN(C(=O)Cc5ccncc5)C[C@@H]34)cc2)c1
  BioA inh: -4.1

> C[C@@H]1CN([C@@H](C)CO)C(=O)c2cc(NC(=O)Nc3ccccc3)ccc2O[C@@H](C)CCCCO[C@H]1CN(C)S(=O)(=O)c1cccs1
  BioA inh: -0.5
> C[C@H]1CCCCO[C@@H](CN(C)S(=O)(=O)c2cccs2)[C@@H](C)CN([C@@H](C)CO)C(=O)c2cc(NC(=O)Nc3ccc(C(F)(F)F)cc3)ccc2O1
  BioA inh: -1.7
> COc1ccc(S(=O)(=O)N(C)C[C@@H]2Oc3ccc(NC(=O)CCCCCC(=O)Nc4ccccc4N)cc3CC(=O)N([C@H](C)CO)C[C@@H]2C)cc1
  BioA inh: -3.1
> CO[C@H]1CN(C)C(=O)c2ccc(NS(C)(=O)=O)cc2OC[C@H](C)N(C(=O)CC2CC2)C[C@@H]1C
  BioA inh: 0.8
> O=C(C[C@@H]1C[C@@H]2c3cc(NC(=O)C4CCC4)ccc3O[C@@H]2[C@@H](CO)O1)NCCc1ccccc1
  BioA inh: -0.7
> C[C@H](CO)N1C[C@H](C)[C@H](CN(C)C)Oc2cc(C#CCN(C)C)ccc2S1(=O)=O
  BioA inh: -3.2
> C[C@H]1CN([C@@H](C)CO)C(=O)c2cccc(NC(=O)Nc3cccc4ccccc34)c2O[C@@H]1CN(C)S(=O)(=O)c1ccc(Cl)cc1
  BioA inh: -3.3
> C[C@H](CO)N1C[C@H](C)[C@H](CN(C)C(=O)NC2CCCC2)OCc2cn(nn2)CCCC1=O
  BioA inh: 0.5
> COCCOC(=O)N1C(=O)[C@@]2(c3cc(C#CCC(C(=O)OC)C(=O)OC)ccc31)[C@H](C(=O)N1CCN(c3ncccn3)CC1)[C@H]1C(=O)O[C@H](c3ccccc3)[C@H](c3ccccc3)N1[C@@H]2c1ccc(O)cc1
  BioA inh: -3.5
> Cc1noc(C)c1NC(=O)N1C[C@@H](O)COC[C@H]2O[C@H](CC(=O)NCC3CCCCC3)CC[C@@H]21
  BioA inh: -1.4

> N#C[C@H]1[C@@H](c2ccc(C3=CCCCC3)cc2)[C@@H](CO)N1S(=O)(=O)c1ccccc1
  BioA inh: -4.6
> C[C@@H]1CN([C@@H](C)CO)C(=O)Cc2cc(NS(=O)(=O)c3ccc(F)cc3)ccc2O[C@@H]1CN(C)C
  BioA inh: -1.8
> CCC(=O)N(C)C[C@H]1Oc2cc(C#CCC(C)C)ccc2S(=O)(=O)N([C@@H](C)CO)C[C@H]1C
  BioA inh: -1.3
> COc1ccc(CN(C)C[C@@H]2Oc3c(NC(=O)NC4CCCCC4)cccc3C(=O)N([C@H](C)CO)C[C@H]2C)cc1
  BioA inh: 5.0
> COCC(=O)N(C)C[C@H]1Oc2cc(C#C[C@H](C)O)ccc2S(=O)(=O)N([C@@H](C)CO)C[C@H]1C
  BioA inh: -0.5
> C[C@@H]1CN([C@H](C)CO)S(=O)(=O)c2ccc(-c3cccnc3)cc2O[C@@H]1CN(C)CC1CC1
  BioA inh: 1.1
> COc1ccc(S(=O)(=O)Nc2ccc3c(c2)C(=O)N([C@@H](C)CO)C[C@H](C)[C@@H](CN(C)Cc2ccc4c(c2)OCO4)OCCCC[C@@H](C)O3)cc1
  BioA inh: 1.6
> COC(=O)N(C)C[C@H]1OCc2ccccc2-c2c(n(C)c3ccccc23)C(=O)N([C@@H](C)CO)C[C@H]1C
  BioA inh: 0.3
> CCC(=O)N1[C@@H]2c3cccc(=O)n3C[C@H]1[C@H](CO)[C@H]2C(=O)NCc1ccc(F)cc1
  BioA inh: -1.4
> C[C@H]1CN([C@@H](C)CO)C(=O)c2cc(/C=C/c3ccccc3)cnc2O[C@H]1CN(C)C(=O)c1ccc2c(c1)OCO2
  BioA inh: -1.2

> C[C@@H]1CCCCO[C@@H](CN(C)S(C)(=O)=O)[C@@H](C)CN([C@H](C)CO)C(=O)c2cc(NC(=O)c3ccccc3)ccc2O1
  BioA inh: -1.7
> OC[C@H]1Nc2ccc(-c3cccc(F)c3)cc2[C@H]2[C@@H]1CCN2Cc1ccncc1
  BioA inh: 18.9
> CNC[C@@H]1Oc2ncc(-c3ccccc3C)cc2C(=O)N([C@H](C)CO)C[C@H]1C
  BioA inh: -2.3
> Cc1noc(C)c1NC(=O)Nc1ccc2c(c1)CC(=O)N([C@H](C)CO)C[C@@H](C)[C@H](CN(C)Cc1ccc3c(c1)OCO3)O2
  BioA inh: 4.1
> COc1cccc(C(=O)N2C[C@@H]3[C@H](c4ccccc42)[C@H](CO)N3Cc2ccccc2F)c1
  BioA inh: -1.5
> C[C@@H]1CN([C@@H](C)CO)S(=O)(=O)c2ccc(C#Cc3ccccc3F)cc2O[C@@H]1CN(C)C(=O)c1ccc2c(c1)OCO2
  BioA inh: 2.6
> Cc1noc(C)c1NC(=O)N(C)C[C@H]1Oc2c(NS(C)(=O)=O)cccc2C(=O)N([C@H](C)CO)C[C@@H]1C
  BioA inh: -10.9
> O=C(C[C@H]1CC[C@H]2[C@@H](COC[C@@H](O)CN2C(=O)Nc2ccccc2)O1)NCCc1ccncc1
  BioA inh: 0.3
> O=C(Nc1ccccc1F)N1C[C@@H]2[C@H](c3ccccc31)[C@@H](CO)N2C(=O)Nc1ccccc1
  BioA inh: -3.2
> O=S(=O)(Cc1ccccc1)NCC[C@@H]1CC[C@@H](NS(=O)(=O)c2ccccc2)[C@H](CO)O1
  BioA inh: 1.3

> CCc1csc(N2[C@H](C#N)[C@H](c3ccc(C4=CCCC4)cc3)[C@@H]2CO)n1
  BioA inh: -0.1
> C[C@@H]1CN([C@H](C)CO)C(=O)c2cc(/C=C/c3ccccc3)cnc2O[C@@H]1CN(C)C(=O)C1CCC1
  BioA inh: -3.7
> O=C(Nc1ccccc1F)N[C@@H]1CC[C@H](CCNC(=O)C2CCCC2)O[C@@H]1CO
  BioA inh: -2.2
> C[C@H](NC(=O)C[C@H]1CC[C@H]2[C@@H](COC[C@H](O)CN2C(=O)Nc2ccccc2)O1)c1ccccc1
  BioA inh: -0.4
> CNC(=O)C[C@@H]1CC[C@@H]2[C@H](COC[C@H](O)CN2Cc2ccc(C(F)(F)F)cc2)O1
  BioA inh: 0.3
> COc1ccccc1S(=O)(=O)N[C@H]1CC[C@H](CC(=O)N2CCCCC2)O[C@@H]1CO
  BioA inh: 0.2
> Cc1noc(C)c1NC(=O)N[C@H]1CC[C@H](CC(=O)Nc2ccc(-c3ccccc3)cc2)O[C@H]1CO
  BioA inh: -2.4
> Cc1noc(C)c1NC(=O)N(C)C[C@@H]1Oc2ccc(NS(=O)(=O)c3cn(C)cn3)cc2CC(=O)N([C@H](C)CO)C[C@H]1C
  BioA inh: -3.7
> COc1ccc(S(=O)(=O)N(C)C[C@@H]2Oc3cc(C#CC4CCCC4)ccc3S(=O)(=O)N([C@H](C)CO)C[C@@H]2C)cc1
  BioA inh: -1.8
> CN1C(=O)c2cc(NC(=O)c3cc(F)cc(F)c3)ccc2OC[C@@H]2O[C@H](CC(=O)O)CC[C@H]21
  BioA inh: -0.2

> O=C(C[C@@H]1C[C@@H]2c3cc(NC(=O)c4ccc5c(c4)OCO5)ccc3O[C@@H]2[C@H](CO)O1)NCc1ccc(Cl)cc1
  BioA inh: -3.0
> CCC(=O)N1[C@@H](CO)[C@@H](c2ccccc2)[C@@H]1CNC(=O)CN1CCOCC1
  BioA inh: 4.0
> C[C@H](CO)N1C[C@H](C)[C@@H](CN(C)Cc2ccc3c(c2)OCO3)Oc2ccc(NS(=O)(=O)c3ccccc3)cc2CC1=O
  BioA inh: 1.3
> CO[C@H]1CN(C)C(=O)c2cc(NS(=O)(=O)Cc3ccccc3)ccc2OC[C@H](C)NC[C@@H]1C
  BioA inh: -1.1
> C/C=C/c1ccc2c(c1)O[C@@H](CN(C)C(=O)Nc1ccc(OC)cc1)[C@H](C)CN([C@H](C)CO)S2(=O)=O
  BioA inh: ?
> C[C@H](CO)N1C[C@H](C)[C@H](CN(C)C(=O)Nc2cccc3ccccc23)Oc2ccc(NC(=O)C3CC3)cc2C1=O
  BioA inh: 4.8
> COc1ccc(-c2ccc([C@H]3[C@H](C#N)N(C(=O)C4CCC4)[C@H]3CO)cc2)cc1
  BioA inh: 1.9
> C[C@@H]1CN([C@H](C)CO)C(=O)c2cc(NC(=O)CCC(F)(F)F)ccc2O[C@@H](C)CCCCO[C@H]1CN(C)S(C)(=O)=O
  BioA inh: 2.9
> C[C@@H]1CN([C@H](C)CO)C(=O)Cc2cc(NC(=O)Cc3cn(C)c4ccccc34)ccc2O[C@H]1CN(C)C(=O)Nc1cccc2ccccc12
  BioA inh: 1.3
> CCNC(=O)C[C@@H]1CC[C@@H]2[C@H](COC[C@@H](O)CN2Cc2ccncc2)O1
  BioA inh: -2.5

> COc1ccc(NC(=O)N(C)C[C@H]2Oc3ccc(NC(=O)Nc4ccc(C(F)(F)F)cc4)cc3C(=O)N([C@@H](C)CO)C[C@H]2C)cc1
  BioA inh: -4.7
> CCCC(=O)Nc1ccc2c(c1)OC[C@@H](C)N(Cc1ccccc1)C[C@@H](C)[C@@H](OC)CN(C)C2=O
  BioA inh: 2.9
> C[C@H]1CN([C@@H](C)CO)C(=O)Cc2cc(N(C)C)ccc2O[C@@H]1CN(C)Cc1ccc(Oc2ccccc2)cc1
  BioA inh: -2.8
> CO[C@H]1CN(C)C(=O)c2ccc(NS(C)(=O)=O)cc2OC[C@H](C)N(C(=O)C2CC2)C[C@H]1C
  BioA inh: 0.3
> CCCNC(=O)Nc1ccc2c(c1)C(=O)N(C)C[C@@H](OC)[C@H](C)CN(C(=O)C1CCC1)[C@@H](C)CO2
  BioA inh: 0.5
> COc1ccc(NC(=O)Nc2cccc3c2O[C@@H](CN(C)Cc2ccccc2)[C@@H](C)CN([C@H](C)CO)C3=O)cc1
  BioA inh: 1.9
> C[C@H](CO)N1C[C@H](C)[C@H](CN(C)Cc2cncnc2)Oc2cc(C3=CCCCC3)ccc2S1(=O)=O
  BioA inh: 0.7
> CC(C)C#Cc1ccc([C@@H]2[C@@H](CO)N(C(=O)CN(C)C)[C@H]2C#N)cc1
  BioA inh: -1.4
> COc1cccc(S(=O)(=O)N(C)C[C@H]2Oc3cc(C#CCN(C)C)ccc3S(=O)(=O)N([C@H](C)CO)C[C@@H]2C)c1
  BioA inh: 2.5
> COc1cccc(CNC(=O)C[C@@H]2CC[C@H]3[C@@H](COc4ccc(NC(=O)c5cccs5)cc4C(=O)N3C)O2)c1
  BioA inh: -0.2

6 of the compounds above, as comma-separated lines:
smiles,BioA inh
C[C@H]1CN([C@@H](C)CO)C(=O)Cc2cc(N(C)C)ccc2O[C@@H]1CN(C)Cc1ccc(Oc2ccccc2)cc1,-2.8
CO[C@H]1CN(C)C(=O)c2ccc(NS(C)(=O)=O)cc2OC[C@H](C)N(C(=O)C2CC2)C[C@H]1C,0.3
CCCNC(=O)Nc1ccc2c(c1)C(=O)N(C)C[C@@H](OC)[C@H](C)CN(C(=O)C1CCC1)[C@@H](C)CO2,0.5
COc1ccc(NC(=O)Nc2cccc3c2O[C@@H](CN(C)Cc2ccccc2)[C@@H](C)CN([C@H](C)CO)C3=O)cc1,1.9
C[C@H](CO)N1C[C@H](C)[C@H](CN(C)Cc2cncnc2)Oc2cc(C3=CCCCC3)ccc2S1(=O)=O,0.7
CC(C)C#Cc1ccc([C@@H]2[C@@H](CO)N(C(=O)CN(C)C)[C@H]2C#N)cc1,-1.4

Following part:
> C[C@@H]1CN([C@@H](C)CO)S(=O)(=O)c2ccc(C3=CCCCC3)cc2O[C@H]1CN(C)C(=O)C1CCCCC1
  BioA inh: 21.5
> C[C@H](CO)N1C[C@H](C)[C@@H](CN(C)C(=O)C2CCOCC2)Oc2ncc(C#CC3(O)CCCC3)cc2C1=O
  BioA inh: -2.8
> C[C@@H]1CN([C@@H](C)CO)C(=O)c2cc(C#Cc3ccccn3)cnc2O[C@@H]1CN(C)Cc1ccccc1
  BioA inh: -2.9
> COc1ccc(NC(=O)N(C)C[C@H]2Oc3c(NS(=O)(=O)c4ccc(Cl)cc4)cccc3C(=O)N([C@H](C)CO)C[C@H]2C)cc1
  BioA inh: 0.6
> C[C@H](CO)N1C[C@H](C)[C@@H](CN(C)Cc2ccc(F)cc2)Oc2cc(C#Cc3ccccn3)ccc2S1(=O)=O
  BioA inh: -1.4
> C[C@H]1CN([C@@H](C)CO)C(=O)CCCn2nncc2CO[C@H]1CN(C)Cc1ccc2c(c1)OCCN2C
  BioA inh: 0.4
> CC(C)CC#Cc1cnc2c(c1)C(=O)N([C@H](C)CO)C[C@@H](C)[C@H](CN(C)Cc1ccc(F)cc1)O2
  BioA inh: 1.2
> O=C(C[C@@H]1CC[C@H]2[C@@H](COC[C@@H](O)CN2C(=O)c2ccccc2)O1)NCCCN1CCOCC1
  BioA inh: -3.1
> C[C@H](CO)N1C[C@H](C)[C@@H](CN(C)C(=O)C2CC2)Oc2cc(-c3ccccc3F)ccc2S1(=O)=O
  BioA inh: 5.8
